# RBBP9 inhibitor – blocks human serine hydrolase RBBP9 | O75884 | recombinant RBBP9, FP-Rh probe fluorescence polarization | inhibition, % at 7.94 µM | actives 0.2% (n = 220,000) | AID 1515;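 active = inhibition above the campaign mean of all tested compounds plus 3 SD, cut at about 14% in these data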;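 note: plate controls were DMSO wells with RBBP9 for no effect and wells lacking RBBP9 protein for full effect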
# Target sequence (O75884 whole entry, looked up): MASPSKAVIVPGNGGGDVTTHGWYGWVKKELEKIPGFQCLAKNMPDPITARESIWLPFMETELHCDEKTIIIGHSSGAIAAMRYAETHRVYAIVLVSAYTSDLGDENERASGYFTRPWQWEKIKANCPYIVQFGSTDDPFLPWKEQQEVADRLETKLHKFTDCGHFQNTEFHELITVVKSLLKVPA
#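 Measured by: FP readout at 525/598 nm; material: recombinant human RBBP9; also added: Serine-hydrolase probe FP-Rh, 375 nM pre-mixing; medium: Tris buffer pH 8.0, NaCl, Pluronic; replication: one well per compound; doses: one concentration, 7.94 µM nominal, 0.794% DMSO; timing: preincubation 30 min plus labeling 45 min at 25 °C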
# PERK inh – inhibitors of human PERK kinase | Q9NZJ5 | CHO PERK-DD fusion, SEAP luminescence translation reporter | inhibition, % at 5.6 µM | actives 0.17% (n = 220,000) | AID 1416;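 active = inhibition above the mean inhibition of all tested compounds plus 3 SD, set separately per screening campaign, cut at about 2.9% in these data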;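 note: PERK kinase domain activated by AP20187 dimerizer at 100 nM; 0% = DMSO with dimerizer and 100% = rapamycin at 8.4 µM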
# PGE2 EP2 inh – inhibitors of human EP2 prostaglandin E2 receptor. inhibition, % at 25 µM. C6 glioma cells expressing human EP2, cAMP TR-FRET; cells stimulated with saturating PGE2. actives 0.52% (n = 260,000). AID 1422;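 active = percent inhibition above 40 after rounding to a whole number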;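 note: rat C6 glioma host cells with rolipram phosphodiesterase inhibitor present; the protocol text gives 20 µM as final concentration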
# Target sequence (P43116 whole entry, looked up): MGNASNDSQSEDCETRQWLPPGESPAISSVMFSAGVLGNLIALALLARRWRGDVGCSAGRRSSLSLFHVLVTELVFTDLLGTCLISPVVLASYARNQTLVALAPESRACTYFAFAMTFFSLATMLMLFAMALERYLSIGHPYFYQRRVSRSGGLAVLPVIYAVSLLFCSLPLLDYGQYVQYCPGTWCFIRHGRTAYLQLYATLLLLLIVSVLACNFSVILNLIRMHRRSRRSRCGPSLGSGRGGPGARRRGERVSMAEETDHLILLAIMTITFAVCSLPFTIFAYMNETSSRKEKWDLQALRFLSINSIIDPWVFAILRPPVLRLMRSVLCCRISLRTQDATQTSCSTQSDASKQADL
# Runt-SMMHC FRET – inhibitors of human RUNX1 Runt domain binding to CBFb-SMMHC; Q01196+Q13951; Cerulean-Runt/Venus-CBFb-SMMHC FRET ratio 530/480, 1 h; inhibition, % at 20 µM; actives 0.74% (n = 220,000); AID 1434;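 active = mean inhibition across duplicate retests at 20 µM reaching about 50%, limit read from the data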;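 note: 0% = DMSO wells and 100% = wells with excess untagged CBFb-SMMHC; inhibitors lower the FRET ratio by blocking Runt binding to CBFb-SMMHC; some results filed as inactive read as strong as hits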
# Runt-CBFb FRET – blocks binding of human RUNX1 Runt domain to CBFb; AID 1496; inhibition, % at 20 µM; actives 0.46% (n = 220,000); Cerulean-Runt/Venus-CBFb FRET ratio 530/480, 1 h;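 active = inhibition over about 50% at 20 µM in the single-dose screen, limit read from the data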;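 note: 0% = DMSO wells and 100% = excess unlabeled CBFb competitor control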
#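 Assay system: Cerulean-Runt domain fusion protein, energy donor; Signal: fluorescence energy transfer, 422 nm excitation, 530/480 nm emission; Timing: 1 h compound exposure, room temperature; Control set: unlabeled CBFb; Medium: Tris buffer pH 7.5 with salts and BSA; Compound: single test concentration of 20 µM, 1% DMSO final; Probe or stimulus: Venus-CBFb 100 nM.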
# zVAD death inh – blocks zVAD induced death of L929 cells | actives 0.38% (n = 220,000) | AID 1377 | L929 zVAD necroptosis rescue, ATP luminescence, 24 h; with zVAD 60 µM | viability rescue, % at 10 µM;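 active = activation, scaled between plate controls, above about 75%, limit read from the data; inactive = activation under that limit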;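 note: 0% = zVAD with DMSO and 100% = DMSO alone without zVAD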
# EP2 mod – EP2 receptor (human) modulation; P43116; EP2-expressing cells, cAMP HTRF FRET, PGE2 co-stimulation; induction, % at 25 µM; actives 0.83% (n = 260,000); AID 940;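 active = compounds whose cAMP rise, as percent of the full-agonist control response, exceeds 60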;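 note: rat C6 glioma line stably carrying human EP2 under a CMV promoter; the protocol text gives 20 µM as final concentration; 100% = response of wells given 1 µM PGE2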
# Hck Nef HTS – inhibitors of human Hck kinase activated by Nef | P08631 | Recombinant Hck-YEEI plus Nef, Z-Lyte FRET kinase assay | inhibition, % at 20 µM | actives 0.68% (n = 220,000);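 active = Hck-Nef kinase inhibition above about 50%, limit read from the data; inactive = inhibition below that limit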;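 note: 0% = DMSO with Hck plus Nef and 100% = Hck alone without Nef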
# Target sequence (P08631 whole entry, looked up): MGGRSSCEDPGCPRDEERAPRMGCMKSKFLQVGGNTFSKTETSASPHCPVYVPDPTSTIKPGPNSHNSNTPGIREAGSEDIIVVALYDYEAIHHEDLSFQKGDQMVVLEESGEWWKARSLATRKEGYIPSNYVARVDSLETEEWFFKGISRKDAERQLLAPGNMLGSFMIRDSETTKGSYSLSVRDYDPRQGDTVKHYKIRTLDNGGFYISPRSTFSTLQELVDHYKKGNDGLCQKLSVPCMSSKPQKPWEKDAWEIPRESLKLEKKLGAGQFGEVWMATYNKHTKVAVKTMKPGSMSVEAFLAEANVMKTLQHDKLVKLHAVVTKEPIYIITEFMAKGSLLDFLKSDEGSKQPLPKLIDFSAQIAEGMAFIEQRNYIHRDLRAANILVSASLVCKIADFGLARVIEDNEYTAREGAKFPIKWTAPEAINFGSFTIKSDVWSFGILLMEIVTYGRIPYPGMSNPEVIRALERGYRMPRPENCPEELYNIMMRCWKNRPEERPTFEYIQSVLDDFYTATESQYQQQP
# TNF death inh – inhibitors of TNF-alpha induced necroptosis in Jurkat FADD-/- cells. Jurkat FADD-/- TNF necroptosis rescue, ATP luminescence, 24 h; 0 = TNF only, 100 = no-TNF cells. activation (protection from cell death), % at 10 µM. actives 0.068% (n = 220,000);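 active = activation, meaning protection from cell death, of at least 50% relative to plate controls; inactive = activation below 50%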;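 note: necroptosis triggered by 40 ng/mL TNF-alpha added together with compound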
# An asterisk follows results filed as active; / = not tested or not shown. The list is partial (hit frequency here may not be typical).
SMILES,RBBP9 inhibitor,PERK inh,PGE2 EP2 inh,Runt-SMMHC FRET,Runt-CBFb FRET,zVAD death inh,EP2 mod,Hck Nef HTS,TNF death inh
CCc1ccccc1NC1=NCC(=O)N1C1CCCCC1,-7.2,0.0,/,0.4,0.8,0.5,14.6,3.8,-0.4
CC1CCN(c2ccc(C(=O)N3CCOCC3)cc2[N+](=O)[O-])CC1,-10.6,0.7,14.3,2.7,-0.4,0.1,24.0,2.5,-1.6
Cc1noc(C)c1S(=O)(=O)N(CC(=O)N1CCCC1)c1ccc(C(C)C)cc1,8.3,-0.5,13.3,-1.3,-2.9,0.0,-9.1,2.6,1.3
CCCCNC(=O)C1CC(c2ccc(C(F)(F)F)cc2)=NO1 (stereo unspecified),/,/,10.9,0.9,-1.2,-0.8,-14.1,28.0,3.2
CCC(C)NCCCOc1ccc(C)cc1OC (stereo unspecified),-5.7,-0.5,10.8,-1.9,0.4,0.3,9.4,-5.0,0.0
CCCc1ccccc1OCCNC(=O)c1cc(=O)n(C)c(=O)n1C,-2.2,-0.1,6.2,2.3,-0.1,0.2,-7.4,-4.0,-0.6
CO[C@H]1C[C@@H]2CC[C@@H](C)[C@@](O)(O2)C(=O)C(=O)N2CCCC[C@H]2C(=O)O[C@H]([C@H](C)C[C@@H]2CC[C@@H](O)[C@H](OC)C2)CC(=O)[C@H](C)C=C(C)[C@@H](O)[C@@H](OC)C(=O)[C@H](C)C[C@H](C)C=CC=CC=C1C,/,/,/,-5.6,3.0,11.7,11.1,-23.3,-7.0
CCCOc1ccc(N2C(=O)CC(N3CCN(S(=O)(=O)c4ccccc4)CC3)C2=O)cc1 (stereo unspecified),3.0,-0.4,8.3,-3.3,-1.9,1.0,-6.1,-1.7,1.5
COc1ccccc1NS(=O)(=O)CC12CCC(CC1=O)C2(C)C (stereo unspecified),-1.5,0.2,7.4,-4.4,1.5,0.5,-7.0,0.4,-1.2
CC1CN(c2nc3ccccn3c(=O)c2/C=C(\C#N)S(=O)(=O)c2ccccc2)CC(C)O1 (stereo unspecified),0.3,-1.3,10.6,-10.1,-11.6,-0.8,17.2,-3.5,-0.7
Cc1ccc(OCC(=O)NCC(=O)Nc2ccc(F)c(F)c2F)c([N+](=O)[O-])n1,-5.3,0.6,4.7,-0.6,-0.5,0.8,12.4,1.3,3.3
COc1ccc(-c2cc3ncc(-c4ccccc4)c(N)n3n2)cc1,-8.5,1.3,6.9,-7.8,0.5,67.7,-51.6,-1.2,-3.5
c1ccc(Cn2ccc(-c3cnc(-c4ccccc4)s3)n2)cc1,-13.0,-0.9,8.5,-2.6,-2.3,0.8,-18.1,-1.5,3.1
O=C(Nc1ccccc1N1CCOCC1)C1CCN(S(=O)(=O)c2ccc(Cl)cc2)CC1,-0.4,0.9,3.5,0.1,-0.8,-0.5,12.8,29.9,0.1
CN1CCN(Cc2cccc(Oc3ccccc3)c2)CC1,-2.1,0.0,5.7,-2.6,1.1,-0.3,22.5,-1.8,0.5
COc1cc(C(=O)NNC(=O)C2CC=CCC2C(=O)O)cc(OC)c1OC (stereo unspecified),-5.2,1.0,4.5,-2.6,-1.2,-0.1,-0.7,-2.2,1.0
CC1(C)NC(=O)N(CC(=O)OCC(=O)Nc2cccc(F)c2)C1=O,-6.3,0.3,18.8,1.0,0.3,1.3,1.3,-1.9,1.0
CCOC(=O)C(C)Oc1ccc(C2NC(=O)NC(C)=C2C(=O)Nc2ccccc2C)cc1 (stereo unspecified),-10.1,0.9,10.0,1.4,1.4,0.3,1.0,-0.5,-0.7
COc1ccc(C(=O)/C=C2/c3ccccc3CC(C)(C)N2C)cc1,-1.6,0.0,/,-2.8,-3.9,-0.1,-50.3,2.6,-16.8
CCOCCCNC(=O)C(c1ccc(Cl)cc1)N1CCC2(CC1)OCCO2 (stereo unspecified),-2.7,-0.1,7.2,4.2,-2.7,0.9,22.7,1.0,-0.2
O=S1(=O)CC/C(=N/Nc2ccc(C(F)(F)F)cn2)c2cc(F)ccc21,-3.8,0.0,6.3,-2.2,-8.1,0.7,-25.3,12.3,14.8
Cc1ccc(S(=O)(=O)NCCC(=O)Nc2ccc(Cl)c(Cl)c2)cc1,-9.3,0.5,9.9,2.2,-4.5,0.8,-63.0,-3.1,1.0
CC(C)Oc1ccc(C2CC(=O)N(c3ccc(C(=O)O)cc3)C2=O)cc1 (stereo unspecified),-1.1,0.7,5.0,/,/,1.7,7.8,22.5,0.9
Oc1ccc(N=C/C=C/c2ccc(Br)cc2)cc1-c1nc2ccccc2s1,-7.1,0.6,18.2,35.6,33.5,4.6,-84.9,3.3,1.9
COCCNC(=S)N=Nc1c(O)[nH]c2c(C)cc(C)cc12,-8.1,0.1,9.1,-1.4,-1.0,0.6,-7.7,4.5,1.1

# 2 records drawn at random from the list so far, as already listed:
SMILES,RBBP9 inhibitor,PERK inh,PGE2 EP2 inh,Runt-SMMHC FRET,Runt-CBFb FRET,zVAD death inh,EP2 mod,Hck Nef HTS,TNF death inh
COc1cc(C(=O)NNC(=O)C2CC=CCC2C(=O)O)cc(OC)c1OC (stereo unspecified),-5.2,1.0,4.5,-2.6,-1.2,-0.1,-0.7,-2.2,1.0
CCOCCCNC(=O)C(c1ccc(Cl)cc1)N1CCC2(CC1)OCCO2 (stereo unspecified),-2.7,-0.1,7.2,4.2,-2.7,0.9,22.7,1.0,-0.2

# Five structures already listed, ordered by molar mass, rising:
SMILES,RBBP9 inhibitor,PERK inh,PGE2 EP2 inh,Runt-SMMHC FRET,Runt-CBFb FRET,zVAD death inh,EP2 mod,Hck Nef HTS,TNF death inh
CCC(C)NCCCOc1ccc(C)cc1OC (stereo unspecified),-5.7,-0.5,10.8,-1.9,0.4,0.3,9.4,-5.0,0.0
CN1CCN(Cc2cccc(Oc3ccccc3)c2)CC1,-2.1,0.0,5.7,-2.6,1.1,-0.3,22.5,-1.8,0.5
COc1ccc(C(=O)/C=C2/c3ccccc3CC(C)(C)N2C)cc1,-1.6,0.0,/,-2.8,-3.9,-0.1,-50.3,2.6,-16.8
CC1CCN(c2ccc(C(=O)N3CCOCC3)cc2[N+](=O)[O-])CC1,-10.6,0.7,14.3,2.7,-0.4,0.1,24.0,2.5,-1.6
Cc1ccc(S(=O)(=O)NCCC(=O)Nc2ccc(Cl)c(Cl)c2)cc1,-9.3,0.5,9.9,2.2,-4.5,0.8,-63.0,-3.1,1.0

# Continuation.
SMILES,RBBP9 inhibitor,PERK inh,PGE2 EP2 inh,Runt-SMMHC FRET,Runt-CBFb FRET,zVAD death inh,EP2 mod,Hck Nef HTS,TNF death inh
Cc1nn(Cc2ccccc2)c(C)c1NC(=O)CCCn1nc([N+](=O)[O-])cc1C,-5.6,-0.1,8.6,-0.5,1.8,0.5,3.3,20.0,0.5
CC(C)(C)NC(=O)/C(=C/c1ccco1)c1ccccc1,0.4,1.2,5.4,-5.7,-1.4,0.6,16.4,2.4,-3.5
Clc1ccccc1N=C1NN=C(c2cccs2)CS1,-4.0,0.8,6.5,1.1,4.1,0.2,-62.2,22.0,-0.1
O=C(O)C1CCCN1S(=O)(=O)c1ccccc1 (stereo unspecified),2.9,0.7,6.2,-0.1,-1.7,0.2,17.7,-0.6,-2.3
OCC1CCCN(c2ncnc3scc(-c4ccccc4)c23)C1 (stereo unspecified),-8.1,0.5,5.0,-6.5,0.2,0.5,28.6,29.6,1.0
CC(C)OP(=O)(c1ccc(N(C)C)cc1)C(O)c1ccncc1 (stereo unspecified),-5.0,1.2,4.9,4.2,4.7,0.3,20.5,1.9,-1.3
CCC(c1nnnn1Cc1ccc(OC)cc1)N(CCCO)Cc1cc2cc3c(cc2[nH]c1=O)OCO3 (stereo unspecified),-4.9,0.5,3.1,-53.3,-41.4,0.1,3.1,1.8,-1.8
CCOC(=O)C1=C(SCC(=O)Nc2ccccc2)NC(=O)C(C#N)C12CCCCC2 (stereo unspecified),14.6*,-0.9,7.8,-0.2,-2.3,1.8,4.8,0.6,-0.3
NS(=O)(=O)c1ccc(F)c(C(=O)O)c1,2.2,1.0,13.0,1.9,0.7,0.0,19.7,2.9,0.4
O=c1oc2ccccc2c(O)c1/C=C1\C=Nc2ccccc21,-2.9,1.5,51.6*,-3.7,3.3,0.4,-55.2,11.1,-11.3
CCc1ccccc1NC(=O)Cn1nc(C(F)(F)F)c2c1CCC2,1.7,-1.2,3.8,-0.4,-3.8,-1.1,40.1,6.6,-1.1
COc1ccc(CCC(C)NC2C3CC4CC(C3)CC2C4)cc1 (stereo unspecified),-4.4,-0.6,/,-1.1,-2.9,-0.2,21.5,1.9,-3.4
CC(CN1CCCCC1)OC(=O)Cc1ccc(Cl)cc1 (stereo unspecified),-9.0,0.8,11.0,0.1,-1.5,0.2,6.7,2.1,-2.8
CCCc1cc(=O)oc2cc(C)cc(O)c12,-7.1,-0.1,22.2,-52.6,-9.7,0.7,-3.8,-5.8,-2.0
CC1Cc2ccccc2N1CC(=O)Nc1ccc(S(=O)(=O)N(C)C)cc1 (stereo unspecified),-3.9,0.5,2.8,-5.9,1.9,0.2,-22.6,14.4,4.7
c1ccc(Oc2nc(-c3cccnc3)nc3ccccc23)cc1,-5.1,-0.6,6.8,1.2,-2.7,0.8,86.6*,21.6,0.1
Cc1ncc(CC(=O)n2cc(C(=O)c3cc(F)ccc3O)cn2)s1,-1.1,0.1,8.8,5.2,1.7,-0.1,41.1,44.6,-1.1
CC(=O)c1cc2c(C)c(C(=O)c3ccccc3)oc2cc1O,-1.5,0.3,10.7,-170.7,-77.3,1.0,-8.8,-7.9,1.0
CC1=C(C(=O)Nc2ccccc2F)C(c2ccsc2)C2=C(CC(C)(C)CC2=O)N1 (stereo unspecified),-6.5,0.2,6.6,32.4,11.2,0.5,28.1,38.8,-2.7
O=C(O)c1ccc2c(=O)n(-c3ccccc3)c(=S)[nH]c2c1,3.7,0.9,3.0,-0.2,-0.2,0.3,14.8,20.7,4.1
Nc1nc(CCl)nc(Nc2ccc3ccccc3c2)n1,-11.0,-1.5,16.4,-0.4,3.0,0.7,-51.0,20.9,-32.4
FC(F)(F)c1cccc(-c2nnc3ccc(C(F)(F)F)cn23)c1,2.8,0.4,7.4,-1.4,-3.7,-0.7,-4.7,-0.1,-1.6
CC(C(=O)NC1CCCc2ccccc21)N1CCN(Cc2ccc3c(c2)OCO3)CC1 (stereo unspecified),-9.1,-0.9,2.9,1.7,-3.1,0.3,4.3,-1.4,-2.3
O=c1[nH]nc(CNc2ccc(Cl)cc2Cl)c2ccccc12,-6.9,1.3,11.7,-8.5,-4.9,0.1,7.0,-6.7,-1.7

# Compound activity from PubChem.
